From PubChem BioAssay
Giardia FBPA inh – inhibitors of Giardia lamblia fructose-1,6-bisphosphate aldolase. A8B2U2. purified Giardia FBPA. Potency, µM (highest dose often 59.6 µM), for inactives: at the top dose activity, negative = inhibition, usual class: inhibitors. 0.71% of 290,000 active. AID 2451; also: potency is read from the fitted curve at half-maximal effect; nearly all actives have a fitted effect of over 55% in size
Target sequence (A8B2U2 whole entry, looked up): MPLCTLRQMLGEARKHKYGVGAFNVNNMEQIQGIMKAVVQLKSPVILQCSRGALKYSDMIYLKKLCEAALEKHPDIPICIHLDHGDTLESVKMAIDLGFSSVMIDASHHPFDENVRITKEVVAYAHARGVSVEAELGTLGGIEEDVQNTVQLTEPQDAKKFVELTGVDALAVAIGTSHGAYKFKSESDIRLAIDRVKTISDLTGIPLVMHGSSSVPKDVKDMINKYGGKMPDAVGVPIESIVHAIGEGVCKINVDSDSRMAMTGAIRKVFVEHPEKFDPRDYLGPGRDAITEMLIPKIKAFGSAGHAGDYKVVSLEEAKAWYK
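40 nM FBPA preincubated 10 min at RT with compound (up to 57.5 uM final), then substrate plus GAPDH/TPI/NAD/arsenate coupling and diaphorase/resazurin added. Fluorescence read after 20 min at RT, 525/598 nm.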
HCMV inh – blocks human cytomegalovirus replication | HFF cells, HCMV-luciferase reporter, 72 h; active compounds read low | activity change, negative = inhibition, % at 57.5 µM | 4.5% of 410,000 active | AID 1259415; in the data active = activity change below about -60%; inconclusive = no clear call, values can overlap the other calls; inactive = above about -39%
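Inhibition of viral replication was scored as loss of reporter luminescence in HFFs infected with HCMV-luciferase (MOI 1 PFU/cell) for 72 h; compounds tested at 2 doses, normalized to buffer and Salinomycin controls.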
AmpC inh detg – inhibitors of E. coli AmpC beta-lactamase with detergent. AmpC hydrolysis of nitrocefin, absorbance 480 nm, 0.01% Triton. Potency, µM (doses to about 114 µM), inactives show at the top dose activity change, negative = inhibition, hits mostly inhibitors. 0.041% of 370,000 active;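 also: potency is read from the fitted curve at half-maximal effect; 0% = no-compound wells and -100% = no-enzyme wells; nearly all actives have a fitted effect of over 25% in size; some results filed as inactive show a strong effect at the top dose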
Target sequence (P00811 whole entry, looked up): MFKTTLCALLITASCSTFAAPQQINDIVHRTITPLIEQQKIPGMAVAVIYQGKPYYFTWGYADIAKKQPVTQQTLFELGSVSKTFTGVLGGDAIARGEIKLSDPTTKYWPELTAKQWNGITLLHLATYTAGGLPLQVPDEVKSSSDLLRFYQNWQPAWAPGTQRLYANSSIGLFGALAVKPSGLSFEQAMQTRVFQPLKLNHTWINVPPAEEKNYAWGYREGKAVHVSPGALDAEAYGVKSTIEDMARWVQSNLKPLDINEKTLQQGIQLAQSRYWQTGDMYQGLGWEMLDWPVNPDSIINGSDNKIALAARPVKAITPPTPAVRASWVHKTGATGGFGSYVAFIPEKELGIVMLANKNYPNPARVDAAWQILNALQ
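AmpC (5.3 nM in the dispensed reagent) in 20 mM phosphate pH 7.0 with 0.01% (detergent screen) or 0.0001% Triton X-100 was preincubated with compounds for 15 min at room temperature. Nitrocefin was then added from an 800 uM solution, and hydrolysis was followed at 480 nm.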
HCV inhibitor – inhibitors of hepatitis C virus infection; Huh7.5.1 HCVcc-Cre infection, luciferase reporter, 44 h; Potency, µM (titrated, usually from 41.8 µM), inactives show at the top dose activity change, negative = inhibition, actives largely listed as inhibitors; 3.4% of 340,000 active; AID 651820; also: potency is read from the fitted curve at half-maximal effect
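Reporter virus HCVcc-Cre (~0.5 moi) infects cells exposed to compound; seeding density 1,000 cells/well with 4 h settling beforehand. Luminescence, 15 sec read, taken 44 h post-infection following a 15 min RT substrate incubation.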
AmpC inh no detg – blocks E. coli AmpC beta-lactamase in detergent-free assay | Potency, µM (top dose mostly 57.1 µM), without a hit: top-dose activity change, negative = inhibition, actives largely listed as inhibitors | AID 485341 | AmpC nitrocefin hydrolysis, absorbance 480 nm, 0.0001% Triton | P00811 | 0.52% of 330,000 active;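 also: potency is read from the fitted curve at half-maximal effect; plate controls were no compound for no effect and no enzyme for full effect; nearly all actives have a fitted effect of over 20% in size; some results filed as inactive show a strong effect at the top dose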
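20 mM phosphate pH 7.0 + 0.01% (detergent screen) or 0.0001% Triton X-100; 5.3 nM AmpC reagent; cpd preinc 15 min RT; nitrocefin (800 uM stock) to start; A480 q20 s × 4 min; Activity was normalised to no-enzyme and no-compound control wells.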
Sm TGR inh – S. mansoni TGR enzyme inhibition. Q962Y6. purified TGR, DTNB reduction, TNB absorbance 405 nm. Potency, µM (series often up to 114 µM), for inactives: at the top dose activity change, negative = inhibition, hits mostly inhibitors. 3% of 360,000 active. AID 485364; also: potency is read from the fitted curve at half-maximal effect; nearly all actives have a fitted effect of over 60% in size
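Kinetic colorimetric format: TGR-catalysed, NADPH-driven DTNB reduction monitored via TNB absorbance. Enzyme dispensed at 20 nM; compound exposure 15 min at room temperature before reaction start.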
* hit, by the source's call; ? = inconclusive; nt = no result given; & = joins results of further samples; ! = repeats disagree; [ ] = another dose, or the depositor's remark. Unless noted, calls follow the shape of the dose curve; as a rule, active = well fitted curve in the direction sought with a large enough effect; inconclusive = small, poorly fitted or top-dose-only effect, or another doubt; inactive = no such curve, though single readings can be large; an effect the other way counts as inactive or inconclusive. Unless noted, % is scaled to controls: 0 for no effect and ±100 for the full control effect. The order is random. About 9.9% of those tested had a hit in this group.

SMILES	Giardia FBPA inh	HCMV inh	AmpC inh detg	HCV inhibitor	AmpC inh no detg	Sm TGR inh
COc1ccc(-c2csc3ncnc(N4CCN(c5ccccc5)CC4)c23)cc1	9%	-30	-14%	?	-1%	-36%
COc1ccc(CC(=O)NCC2CCCN(Cc3ccc(OC(F)(F)F)cc3)C2)cc1 (configuration not stated)	0%	22	-6%	-26%	108%[activator]	-8%
CCCCOc1ccc(-c2nc(SCC(N)=O)n[nH]2)cc1	4%	20	4%	17%	-14%	0%
COc1cccc(OC)c1C(=O)OCC(=O)Nc1cccnc1Cl	3%	7	-1%	1%	-7%	1%
CCc1ccc(NC(=O)CSc2nc3cc(C(=O)OC)ccc3c(=O)n2CC2CCCO2)cc1 (configuration not stated)	7%	51	2%	-10%	-9%	-30%
COc1cc(NC(=O)N2c3ccccc3Sc3ccccc32)c(C(=O)O)cc1OC	-6%	-4	-2%	8%	-35%	-31%
COc1ccc(CCNC(=O)CCc2nnc(Cc3ccc4c(c3)OCO4)o2)cc1	nt	2	2%	-13%	46%	?
CCOc1ccc(S(=O)(=O)N2CCC(C(=O)NCC3CCCO3)CC2)cc1 (configuration not stated)	2%	-5	-2%	0%	13%	3%
Cc1cccn2cc(-c3cccc(NS(=O)(=O)c4ccc(Cl)c(Cl)c4)c3)nc12	nt	-91*	11%	nt	nt	18%
COc1cccc(CNC(=O)C(Cc2ccccc2)NS(=O)(=O)c2ccc3c(c2)CCN3C(C)=O)c1 (configuration not stated)	nt	6	2%	nt	nt	-3%
O=C(CNC(=O)c1ccc2ccccc2c1)NCc1ccccc1F	nt	nt	6%	8%	-24%	-1%
CCN1C(=O)C(Cc2nc3ccccc3c(=O)n2-c2ccccc2)c2ccccc21 (configuration not stated)	-9%	0	-17%	-27%	104%[activator]	1%
O=C(N[C@@H](Cc1c[nH]c2ccccc12)C(=O)O)c1ccccc1Cl	-11%	0	-3%	10%	-17%	-1%
Cc1ccc2c(CC(=O)N3CCN(c4cccc(Cl)c4)CC3)coc2c1	nt	-2	15%	nt	nt	1%
CSc1cccc(N2CC(C(=O)N(CC(C)C)c3c(N)n(Cc4ccccc4)c(=O)[nH]c3=O)CC2=O)c1 (configuration not stated)	nt	-18	?	1%[8.37 µM]	?	1%
COC(=O)C1(C)NC(c2ccc(O)cc2)C2C(=O)N(c3ccccc3)C(=O)C21 (configuration not stated)	7%	75	?	15%	-13%	-5%
CCN(Cc1ccccc1)S(=O)(=O)c1ccc(OC)c2ncccc12	15%	0	2%	13%	69%[activator]	7%
COc1ccc(-n2cnnc2SC(C)C(=O)Nc2cccc([N+](=O)[O-])c2)cc1 (configuration not stated)	4%	-38	-1%	-11%	-14%	-1%
CC(C)C[C@H](NC(=O)c1nc[nH]c1C(=O)NCC(=O)OCc1ccccc1)C(=O)OCc1ccccc1	-1%	27	?	31%[activator]	2%	-7%
O=C(O)Cc1csc(-c2cccc(Oc3ccccc3)c2)n1	?	?	-4%&-6%	22%&-5%	-18%&-20%	0%&-5%
Cc1ccc(NC(=O)CSc2nnc(C)c(=O)n2N)cc1	-2%	29	3%	7%	-2%	-3%
CC(C)c1[nH]nc2c1C(c1cccc(OC(=O)N3CCOCC3)c1)C(C#N)=C(N)O2 (configuration not stated)	-19%	8	1%	0%	0%	-8%
COc1cccc(CNC(=O)c2ccc3c(c2)c(C)c(C)n3Cc2ccccc2)c1	nt	0	-7%	nt	nt	1%
CCOc1ccccc1NC(=O)CSc1ccc2nc(-c3ccccc3)cn2n1	nt	5	9%	nt	nt	0%
O=C(NCC(c1cccnc1)N1CCc2ccccc21)C(=O)Nc1ccccc1F (configuration not stated)	nt	7	0%	nt	nt	0%
SMILES	Giardia FBPA inh	HCMV inh	AmpC inh detg	HCV inhibitor	AmpC inh no detg	Sm TGR inh
CCOC(=O)c1c(NC(=O)Cn2nc(C(F)(F)F)cc2C)sc(C)c1C	-4%	-32	-1%	?	-10%	16%
O=C1CN(C(=O)COC(=O)c2cccnc2Cl)c2ccccc2N1	-3%	20	4%	?	-1%	9%
Cc1ccc(NC(=O)CN(C)C(C)C(=O)N2CC(C)CC(C)C2)cc1 (configuration not stated)	nt	5	-6%	-1%	125%[activator]	-9%
CCCCNS(=O)(=O)c1ccc(NC(=O)Cc2ccccc2[N+](=O)[O-])cc1	-3%	47	6%	-7%	-53%	5%
COc1ccccc1NC(=O)CSc1oc(-c2cccs2)nc1S(=O)(=O)c1ccccc1	nt	2	-4%	nt	nt	1%
COC(=O)c1c(C(C)=O)c(C)n(C)c1C	4%	51	-3%	-1%	-12%	-6%
Cc1nn(CC(=O)NCCCN2CCCC2=O)c(C)c1[N+](=O)[O-]	nt	-37	nt	23%	-17%	nt
CCOc1ccc(NC(=O)CN(C)C(=O)CC(NC(=O)c2ccccc2)c2ccccc2)cc1OCC (configuration not stated)	nt	-21	-9%	-7%[8.37 µM]	108%[activator]	-5%
Cn1c(C(=O)NCCc2c[nH]c3ccccc23)cc2sccc21	12%	91	0%	?	-39%	0%
CCCc1nc2ccccc2c(=O)n1/N=C/c1ccc(O)c(O)c1	2.5µM*	-39	?	-27%	-16%	-2%
Cc1cc(C)n(-c2ccc(C(=O)Oc3ccc4c(c3)OCO4)cc2)n1	-11%	0	0%	2%	-8%	-2%
COc1ccc(CCNC(=O)C2CCCN(c3nc(C)cc(C)n3)C2)cc1 (configuration not stated)	7%	-21	1%	-12%	-6%	-1%
Cc1sc(NC(=O)c2cccs2)nc1-c1ccccc1	-2%	114	2%	?	-41%	0%
Nn1c(SCC(=O)Nc2ccccc2F)nnc1C1CCCCC1	14%	-35	-16%	17%	-18%	-15%
O=C(CN1C(=O)c2ccccc2S1(=O)=O)N1CCN(c2ccccc2)CC1	-6%	30	-11%	7%	4%	9%
Cc1ccccc1NC(=S)Nc1cccc([N+](=O)[O-])c1	0%	?	3%	13%	-21%	45µM*
O=C(CNC(=O)c1cccc(Cl)c1)N/N=C/c1cccnc1	-3%	-20	5%	16%	-10%	8%
Cc1ccc(S(=O)(=O)N(CCO)Cc2cc3ccc(C)c(C)c3[nH]c2=O)cc1	-2%	-39	-11%	-4%	74%[activator]	0%
O=C(Nc1ccc(Br)cn1)c1ccc([N+](=O)[O-])o1	-21%	-38	13%	?	-11%	?
CCCCOc1ccc(S(=O)(=O)Nc2ccc(NC(C)=O)cc2)cc1	-7%	?	?	8.9µM*	-22%	6%
CCCCCCN1C(=O)CC(NC(=O)OCC2c3ccccc3-c3ccccc32)C/C=C\C1C(C)C (configuration not stated)	nt	?	nt	?	1%	nt
CCn1ncc(Br)c1C(=O)Nc1ccc(F)c([N+](=O)[O-])c1	5%	21	-7%	-8%	-21%	-10%
CC(Cc1ccccc1)C(=O)N(C)Cc1ccccc1 (configuration not stated)	-1%&4%	-5	-7%	-10%	-5%	-8%
CCOC(=O)C1(Cc2cccc(OC)c2)CCN(Cc2csc(C(C)=O)c2)CC1	-21%	-11	5%	22µM*	94%[activator]	28%
CC(C)OCCCN(C)C1CCN(S(=O)(=O)c2ccc(-c3cc(C(F)(F)F)no3)s2)CC1	5%	0	0%	?	82%[activator]	0%

Part of the list above, set out differently:
SMILES | Giardia FBPA inh | HCMV inh | AmpC inh detg | HCV inhibitor | AmpC inh no detg | Sm TGR inh
COc1ccc(CCNC(=O)C2CCCN(c3nc(C)cc(C)n3)C2)cc1 (configuration not stated) | 7% | -21 | 1% | -12% | -6% | -1%
Cc1sc(NC(=O)c2cccs2)nc1-c1ccccc1 | -2% | 114 | 2% | ? | -41% | 0%
Nn1c(SCC(=O)Nc2ccccc2F)nnc1C1CCCCC1 | 14% | -35 | -16% | 17% | -18% | -15%
O=C(CN1C(=O)c2ccccc2S1(=O)=O)N1CCN(c2ccccc2)CC1 | -6% | 30 | -11% | 7% | 4% | 9%
Cc1ccccc1NC(=S)Nc1cccc([N+](=O)[O-])c1 | 0% | ? | 3% | 13% | -21% | 45µM*
O=C(CNC(=O)c1cccc(Cl)c1)N/N=C/c1cccnc1 | -3% | -20 | 5% | 16% | -10% | 8%
Cc1ccc(S(=O)(=O)N(CCO)Cc2cc3ccc(C)c(C)c3[nH]c2=O)cc1 | -2% | -39 | -11% | -4% | 74%[activator] | 0%
O=C(Nc1ccc(Br)cn1)c1ccc([N+](=O)[O-])o1 | -21% | -38 | 13% | ? | -11% | ?
CCCCOc1ccc(S(=O)(=O)Nc2ccc(NC(C)=O)cc2)cc1 | -7% | ? | ? | 8.9µM* | -22% | 6%
CCCCCCN1C(=O)CC(NC(=O)OCC2c3ccccc3-c3ccccc32)C/C=C\C1C(C)C (configuration not stated) | nt | ? | nt | ? | 1% | nt
CCn1ncc(Br)c1C(=O)Nc1ccc(F)c([N+](=O)[O-])c1 | 5% | 21 | -7% | -8% | -21% | -10%
CC(Cc1ccccc1)C(=O)N(C)Cc1ccccc1 (configuration not stated) | -1%&4% | -5 | -7% | -10% | -5% | -8%
CCOC(=O)C1(Cc2cccc(OC)c2)CCN(Cc2csc(C(C)=O)c2)CC1 | -21% | -11 | 5% | 22µM* | 94%[activator] | 28%
CC(C)OCCCN(C)C1CCN(S(=O)(=O)c2ccc(-c3cc(C(F)(F)F)no3)s2)CC1 | 5% | 0 | 0% | ? | 82%[activator] | 0%

Next records follow.
SMILES	Giardia FBPA inh	HCMV inh	AmpC inh detg	HCV inhibitor	AmpC inh no detg	Sm TGR inh
COc1ccc(NC(=O)c2ccc(S(=O)(=O)C(F)F)cc2)c(OC)c1	-2%	-24	3%	-12%	-18%	-4%
S=C(Nc1ccccc1)Nc1nccs1	0.63µM*!	-19	6%	?	-35%	11µM*
COc1cc(C(=O)N(CCCN(C)C)c2nc3c(OC)cccc3s2)cc(OC)c1OC	nt	-7	-2%	nt	nt	-9%
CC(=O)Nc1ccc(OC(=O)c2cccnc2)cc1	1%	34	0%	10%	-12%	1%
CCCCn1nc(C(=O)Nc2ccc3c(c2)OCO3)c2ccccc2c1=O	nt	-14	nt	?	-25%	nt
C/C(=N\NC(=O)c1ccc(CN(C)S(=O)(=O)c2ccc(C)cc2)cc1)c1ccc(OC(F)F)cc1	1%	21	-5%	?	-25%	4%
COc1ccc(C2=CC(c3ccc(Cl)cc3)n3cnnc3N2)cc1OC (configuration not stated)	-8%	0	?	-4%	109%[activator]	25µM*
